# mouse EphA4 binding: inhibitors of EphA4 binding to KYL peptide, primary screen, biochemical, colorimetric, mouse EphA4 (AID 689). EphA4-AP binding to KYL peptide, pNPP A405; higher % means a stronger effect. one-dose inhibition, % at 10 µM; IC50 in µM for titrated hits. 0.1% of 62,000 active; in the data active = a potency from the dose series; inactive = the rest, 99 in 100 with inhibition below about 22%
# An asterisk follows results filed as active; & = joins results of further samples. An excerpt; count on the stated rates, not on these rows.
SMILES,mouse EphA4 binding
C=CCOC(=O)C1=C(C)NC(SC)=C(C#N)C1c1cccs1 (configuration not stated),-7%
COc1ccc(OC)c(C(=O)CSc2nnc(Cc3cccs3)n2CCc2ccccc2)c1,11%
O=c1nc2n(c3sc4c(c13)CCCC4)C(CBr)CS2 (configuration not stated),-4%
Cc1ccc(-c2cc(C(=O)NN=C3CCCC3)c3ccccc3n2)cc1,-7%
CC(=O)NC(NC(=S)Nc1ccc(N=Nc2ccccc2C)cc1C)C(Cl)(Cl)Cl (configuration not stated),-2%
O=C(/C=C/c1ccccc1)NC(=S)Nc1ccc(NC(=O)c2cccc(Cl)c2)cc1,-7%
COc1ccccc1C(=O)NNC1=CC(=O)CC(C)(C)C1,-8%
COC(=O)c1nnn(-c2nonc2N)c1-c1cccs1,-4%
CNC(=O)c1ccc2snnc2c1,9%
CCc1c(C)nc2[nH]nc(NC(=O)C(F)(F)F)n2c1=O,-22%
CNc1nc(NC)nc(-n2c(C(F)(F)F)nc3ccccc32)n1,-5%
CCOc1ccc(-c2nc(C#N)c(NCC(C)C)o2)cc1,-3%
O=C(/C=C/c1cccc2ccccc12)NCCC1=CCCCC1,-11%
COc1cccc(C(=O)CN2CCN(S(=O)(=O)c3ccc(Br)cc3)CC2)c1,3%
O=C(NC1CCCC1)C1CCN(S(=O)(=O)c2cccc3cccnc23)CC1,-5%
O=C(NCc1ccc2c(c1)OCO2)c1cccnc1,-4%
CC1=NN(c2nc(C)cc(C)n2)C(=O)C1CCC(C)C (configuration not stated),-7%
O=C(c1ccc(F)cc1)N(Cc1ccccc1)C1CCS(=O)(=O)C1 (configuration not stated),4%
CCCOc1ccc(C(C)=O)cc1CC(C(=O)OCC)C(=O)OCC,1%
N#Cc1ccsc1NC(=O)CN1CCCCC1,-1%
Cc1cc(NC(=O)CSc2nc3ccsc3c(=O)n2Cc2ccccn2)n[nH]1,-10%
CCN1C(=O)c2cccc3c(S(=O)(=O)Nc4ccc(OC)cc4OC)ccc1c23,2%
O=C(Cn1nc(C(F)(F)F)c2c1CCC2)NCc1ccc(F)cc1,-14%
CCc1ccc(S(=O)(=O)NCCc2cn3ccsc3n2)s1,3%
COc1cccc(-n2c(Cc3cc(=O)[nH]c(=O)[nH]3)nnc2SCC(=O)NC2CCCC2)c1,-3%
Cn1cc(S(=O)(=O)CC(=O)N2CCc3ccccc32)c2ccccc21,8%
COc1cccc(C(=O)Oc2cc(N)n(S(=O)(=O)c3ccc(C)cc3)n2)c1OC,2%
Cc1cc(NC(=O)CSc2nnc(CNc3cccc(C(F)(F)F)c3)n2Cc2ccco2)no1,0%
c1ccc2c(c1)CCCn1nnnc1-2,-4%
Cc1ccc(S(=O)(=O)N2CCN(C(=O)COc3ccc(-c4nnco4)cc3)CC2)cc1,-6%
O=C(NC1CCN(C(=O)Nc2cccc(F)c2)CC1)C1CCCCC1,-31%
O=C(NCc1cccnc1)c1cc(-c2cccs2)on1,-13%
O=C(O)CCC(=O)N1N=C(c2cccs2)CC1c1cccc([N+](=O)[O-])c1 (configuration not stated),7%
COc1ccc(C2CC(c3ccccc3)=NN2c2ccc(/C=N/NC(=O)c3ccncc3)cc2)cc1 (configuration not stated),14%
CCCS(=O)(=O)N1CCN(Cc2ccco2)CC1,-9%
CCOC(=O)C1=C(C)N(C)C(=O)NC1c1c(C)nn(-c2ccccc2)c1C (configuration not stated),0%
CN(Cc1ccc(O)cc1)C1CCCCC1,3%
CC(=O)Nc1ccc(NC(=O)c2cccc(C(=O)OC(C)C)n2)cc1,-7%
CCOC(=O)c1c(-c2ccccc2)oc2ccc(OC(C)=O)cc12,3%
Nc1nnc(SCCOc2cccc(Br)c2)s1,-2%
O=C1CSC(=S)N1c1ccc(Cl)cc1,5%
COc1ccc(S(=O)(=O)n2nc(OC(=O)c3ccccc3)cc2N)cc1,3%
COc1ccc(C2C(C(=O)c3ccco3)=C(O)C(=O)N2CCOCCO)cc1OC (configuration not stated),7%
CC(NC(=O)C(CC(=O)OC(C)(C)C)NC(=O)OC(C)(C)C)C(N)=O (configuration not stated),-6%
COc1ccc(Cl)cc1NC(=O)CN1CCC(n2nnc3cc(F)ccc32)CC1,-8%
CS(=O)(=O)N(CC(=O)N1CCN(c2ccccc2)CC1)c1cccc(Br)c1,-8%
O=C(CCCOc1ccc(Cl)cc1)NCC1CCCO1 (configuration not stated),0%
CC(C)CN(C(=O)COC(=O)Cc1c[nH]c2ccccc12)C1CCS(=O)(=O)C1 (configuration not stated),-12%
CCCNc1nc(Nc2ccc(C)cc2)nc(N2CCCC2)n1,0%
CCS(=O)(=O)N1CCCC(C(=O)NCCCOC)C1 (configuration not stated),7%
FC(F)(F)c1cccc(Cn2nnnc2-c2cc(Cl)cc(Cl)c2)c1,-5%
Cc1ccc(-c2ccc(=O)n(CC(=O)NCc3ccco3)n2)cc1,-9%
COc1ccc(-c2csc(N3C(=N)SCC3=O)n2)cc1,-16%
COc1ccc(/C(O)=C2\C(=O)C(=O)N(CCCN(C)C)C2c2ccccc2F)cc1Cl (configuration not stated),-19%
CCOCCCn1cnc2c([nH]c3cc(OC)ccc32)c1=O,-3%
COc1cccc(NC(=O)NCCCSC2CCCCC2)c1,-8%
O=C(Nc1ccc(Cl)cc1)c1nn2c(c1Cl)NC(c1ccc(Cl)cc1)CC2C(F)(F)F (configuration not stated),-5%
Cc1cc(OCc2nc(-c3ccncc3)no2)ccc1Br,2%
O=C(CSc1nnc(C2CC2)n1-c1ccccc1)NCc1ccco1,-8%
O=S(=O)(NCc1ccc(F)cc1)c1ccc2c(c1)OCCO2,-7%
# (cont.)
SMILES,mouse EphA4 binding
Cc1ccc2c(c1)sc[n+]2Cc1ccccc1,-9%
Cc1ccc(S(=O)(=O)/N=C(\c2ccc(Cl)cc2)N2CCOCC2)cc1,0%
Cc1cc(=O)n2c([nH]c3ccccc32)c1C(=O)O,6%
CCn1cc(/C=C2\SC(=O)N(CC(=O)Nc3ccc4c(c3)OCO4)C2=O)c2ccccc21,-9%
COc1ccc(NC(=O)N2CCN(c3ccc(F)cc3)CC2)cc1,19%
O=[N+]([O-])c1ccc(N2CCOCC2)cc1NC1CC1,-4%
COc1ccc(C/C(O)=C(\C#N)c2nc3ccccc3[nH]2)cc1OC,-8%
CCCCC(c1nnnn1CC1CCCO1)N1CCN(c2cc(Cl)ccc2C)CC1 (configuration not stated),9%
CCn1nnnc1SCC(=O)NCc1ccco1,-6%
CCc1cc2c(=O)c(-c3nc4ccccc4[nH]3)coc2c(CN2CCOCC2)c1O,-12%
COc1ccc(-n2c(SCC(=O)N3CCN(c4ccccc4)CC3)nc3c(c2=O)SCC3)cc1,-4%
CCCCCCC(=O)N(O)C1CC(=O)N(c2ccccc2)C1=O (configuration not stated),4%
Cc1c(C)c2c(C)nn(-c3ccccc3)c2[nH]c1=O,-4%
Cc1ccc(S(=O)(=O)C2(C(=O)Nc3ccc(F)cc3)CC2)cc1,-12%
Cc1ccc(C(=O)N2CCN(c3ncccn3)CC2)o1,-1%
Cc1cccc2cc3c(N)c(C(=O)Nc4ccc(N5CCOCC5)cc4)sc3nc12,-6%
CCCNC(=O)COC(=O)c1ccccc1OCc1ccc(Cl)cc1,-4%
CCC(=O)Nc1c(-c2ccc(C)cc2)nc2ccccn12,6%
C=CCOC(=O)C1=C(C)NC(=S)NC1c1ccc(OC)cc1 (configuration not stated),1%
O=C(NCC12CC3CC(CC(C3)C1)C2)c1nc2ncccn2n1,-1%
Cc1ccc2c(n1)sc1c(-c3ccc(Br)cc3)c(C#N)c(N)nc12,-11%
Cc1cc(N2CCOCC2)nc2ccc(NC(=O)C3CCC(C)CC3)cc12 (configuration not stated),-13%
Cc1ccc(NC(=O)NNc2cccc(Cl)n2)cc1,-6%
Cc1ccc(C(=O)CCC(=O)Nc2cccc(C(F)(F)F)c2)cc1,-17%
CC(C)NC(=O)NC1C2CC3CC(C2)CC1C3 (configuration not stated),-3%
CCOC(=O)C1=C(c2ccccc2)N=c2s/c(=C\c3ccc(N(C)C)o3)c(=O)n2C1c1ccc(OC)c(OC)c1 (configuration not stated),-3%
O=C(O)C1NCCc2ccccc21 (configuration not stated),-3%
COc1ccc(C2/C(=C(\O)c3ccccc3)C(=O)C(=O)N2c2cccc(C)n2)cc1 (configuration not stated),-11%
COc1ccc(S(=O)(=O)N(CCc2ccccc2)CC(=O)Nc2cc(OC)ccc2OC)cc1,11%
COCCNC(=O)C(c1ccc(F)cc1)N(CC1CCCO1)C(=O)CCC(=O)Nc1ccccn1 (configuration not stated),-17%
O=[N+]([O-])c1nn(-c2ccc3c(c2)OCCO3)n(O)c1=NC1CCCCC1,-6%
Clc1ccc(-c2nnc3sc(Cc4cccs4)nn23)cc1,-2%
COc1ccc(/C=N/NC(=O)c2cccc([N+](=O)[O-])c2)cc1OC(=O)c1ccc(C)cc1,9%
CC(C)Oc1ccc(C(=O)N/N=C/c2ccc(-c3ccc(S(=O)(=O)Nc4ncccn4)cc3)o2)cc1,20%
COc1ccc(-c2nc3ccccc3c(=O)o2)cc1OC,3%
COc1ccc(/C=N/NC(=O)CC(=O)NCCc2ccccc2)cc1OC,-7%
O=C(C1CCN(c2ncnc3c2sc2cccc(F)c23)CC1)N1CCOCC1,-33%
CCS(=O)(=O)N1CCC(C(=O)NCCC2=CCCCC2)CC1,-14%
COc1ccc(C(=O)/C=C/NCc2ccccc2)cc1OC,6%
CC#CCCCC(=O)Nc1ccc(C(=O)O)cc1,3%
CCOC(=O)c1c(N)sc(C(=O)Nc2cccc(Cl)c2)c1C,-1%
CCOc1ccccc1NC1c2ccccc2C(=O)N1Cc1ccco1 (configuration not stated),-6%
CCc1ccccc1N1C(=O)NC(=O)/C(=C\c2cc(C)n(-c3cccnc3)c2C)C1=O,3%
Cc1ccccc1NC(=O)C(NS(=O)(=O)c1ccc2c(c1)c(=O)n(C)c(=O)n2C)c1ccccc1 (configuration not stated),-14%
CN1C(=O)/C(=C\c2cn(Cc3ccc(F)cc3)c3ccccc23)SC1=S,19%
Cc1sc2ncnc(OCC(=O)NCC3CCCO3)c2c1C (configuration not stated),-4%
COC(=O)CSC1=C(C#N)C(c2cccc(F)c2)CC(=O)N1 (configuration not stated),-9%
Cc1oc(/N=C/c2ccc(Cl)cc2Cl)c(C#N)c1C,-3%
O=C(Cn1cnc2ccccc2c1=O)c1c[nH]c2ccccc12,-2%
Fc1ccc(CSc2nc3ccccc3[nH]2)c2ccccc12,10%
Cc1cccc(-c2nnc(SCC#N)n2Cc2ccccc2)c1,-11%
Cc1cc(CCN2CCC(=O)NC2=O)ccc1OC(C)C,-11%
Cc1c(Br)c([N+](=O)[O-])nn1CC(=O)NCc1cccs1,0%&-2%
COc1cc(OC)cc(C(=O)Nc2ccc(-c3nc4ccccc4o3)c(O)c2)c1,-6%
CCCOC(=O)C1[C@H]2C(=O)N(Cc3ccco3)C[C@]23C=C[C@H]1O3 (some centres not stated),-14%
Cc1c(C)n(C(=O)CN2CCC(C)CC2)c2ccccc12,-4%
Cc1cc(N)ccc1-n1c(C)ccc1C,-1%
COc1ccccc1N1CCN(C2CCCC(C)C2)CC1 (configuration not stated),-2%
Cc1cc(C)c2cc(C#N)c(NCCCNC(=O)CCC(=O)O)nc2c1,0%
COc1ccc(/C=N/NC(=O)CN2CCS(=O)(=O)CC2)cc1,-14%
# Later entries:
SMILES,mouse EphA4 binding
CCOc1ccccc1N(CC(=O)Nc1ccc(OC)c(OC)c1)S(=O)(=O)c1ccccc1,5%
COC(=O)C1=C(C)N(c2ccc(F)cc2)C(=O)/C1=C\c1ccccc1O,-8%
COC(=O)c1cc(-c2ccccc2)on1,-6%
CCCn1c(C(=O)OC)cc2c1ccn2-c1ccc(F)cc1,10%
O=C(Nc1cnc2ccccn2c1=O)c1ccc(Cl)cc1,-7%
COc1ccc(CN2CCN(C(=O)c3ccco3)CC2)cc1,-20%
Cc1ccc(CCC(=O)Nc2ncc(Cc3ccc(Cl)cc3Cl)s2)o1,-9%
COCc1ccc2oc(C(=O)O)cc2c1,-8%
O=C(C1=C(O)C(=O)N(CCN2CCOCC2)C1c1ccncc1)c1ccco1 (configuration not stated),3%
CS(=O)(=O)c1ccc(Sc2nc3ccccc3[nH]2)c([N+](=O)[O-])c1,-14%
O=C(Cc1ccccc1)N/N=C/c1ccc([N+](=O)[O-])s1,12%
O=C(Cc1cc(=O)[nH][nH]1)N/N=C/C(Cl)=C/c1ccccc1,-6%&-4%
COC(=O)c1ccccc1NC(=O)c1cc2nc(-c3ccccc3)cc(C)n2n1,-8%
COc1ccccc1N1CCN(C(=O)Nc2cccc(Cl)c2)CC1,-15%

# Filtered by structure, the entries above containing a Cl atom
SMILES,mouse EphA4 binding
CC(=O)NC(NC(=S)Nc1ccc(N=Nc2ccccc2C)cc1C)C(Cl)(Cl)Cl (configuration not stated),-2%
O=C(/C=C/c1ccccc1)NC(=S)Nc1ccc(NC(=O)c2cccc(Cl)c2)cc1,-7%
O=C1CSC(=S)N1c1ccc(Cl)cc1,5%
COc1ccc(Cl)cc1NC(=O)CN1CCC(n2nnc3cc(F)ccc32)CC1,-8%
O=C(CCCOc1ccc(Cl)cc1)NCC1CCCO1 (configuration not stated),0%
FC(F)(F)c1cccc(Cn2nnnc2-c2cc(Cl)cc(Cl)c2)c1,-5%
COc1ccc(/C(O)=C2\C(=O)C(=O)N(CCCN(C)C)C2c2ccccc2F)cc1Cl (configuration not stated),-19%
O=C(Nc1ccc(Cl)cc1)c1nn2c(c1Cl)NC(c1ccc(Cl)cc1)CC2C(F)(F)F (configuration not stated),-5%
Cc1ccc(S(=O)(=O)/N=C(\c2ccc(Cl)cc2)N2CCOCC2)cc1,0%
CCCCC(c1nnnn1CC1CCCO1)N1CCN(c2cc(Cl)ccc2C)CC1 (configuration not stated),9%
CCCNC(=O)COC(=O)c1ccccc1OCc1ccc(Cl)cc1,-4%
Cc1ccc(NC(=O)NNc2cccc(Cl)n2)cc1,-6%
Clc1ccc(-c2nnc3sc(Cc4cccs4)nn23)cc1,-2%
CCOC(=O)c1c(N)sc(C(=O)Nc2cccc(Cl)c2)c1C,-1%
Cc1oc(/N=C/c2ccc(Cl)cc2Cl)c(C#N)c1C,-3%
O=C(Nc1cnc2ccccn2c1=O)c1ccc(Cl)cc1,-7%
Cc1ccc(CCC(=O)Nc2ncc(Cc3ccc(Cl)cc3Cl)s2)o1,-9%
O=C(Cc1cc(=O)[nH][nH]1)N/N=C/C(Cl)=C/c1ccccc1,-6%&-4%
COc1ccccc1N1CCN(C(=O)Nc2cccc(Cl)c2)CC1,-15%
